LEDGF integ inh: blocks HIV-1 LEDGF/p75-dependent DNA integration | TR-FRET IN-LEDGF/p75 DNA integration, Eu/Cy5 | inhibition, % at 3.7 µM | hit rate 0.64% among 370,000 | AID 743269;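 active = inhibition above the screen-wide mean plus 3 SD, cut at about 13% in these data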;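 note: signal is the Cy5 over europium emission ratio at 671 and 618 nm; 0% = plate median of compound wells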
MBD2 DNA inh: inhibitors of human MBD2 binding to methylated oligonucleotide; Q9UBB5; TR-FRET; inhibition, % at 4.4 µM; hit rate 0.31% among 370,000; AID 686964; in the data active = inhibition above about 13%
Target sequence (Q9UBB5 whole entry, looked up): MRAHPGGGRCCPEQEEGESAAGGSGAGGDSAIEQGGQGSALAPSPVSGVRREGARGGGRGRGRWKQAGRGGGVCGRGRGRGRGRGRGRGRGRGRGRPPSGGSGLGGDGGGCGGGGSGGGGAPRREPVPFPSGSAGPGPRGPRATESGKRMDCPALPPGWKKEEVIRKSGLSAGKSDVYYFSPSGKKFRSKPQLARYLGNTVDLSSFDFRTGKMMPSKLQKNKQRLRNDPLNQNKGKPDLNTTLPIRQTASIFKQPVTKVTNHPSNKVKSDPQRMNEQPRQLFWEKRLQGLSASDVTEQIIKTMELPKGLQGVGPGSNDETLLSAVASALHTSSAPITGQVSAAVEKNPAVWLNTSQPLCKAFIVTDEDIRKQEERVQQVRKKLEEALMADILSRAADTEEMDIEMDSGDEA
NR1D1 modulator: Rev-erb alpha (human) modulation; Rev-erbα–FITC-DNA binding, fluorescence polarization, 90 min; AID 1259318; activity, % at 10 µM; hit rate 0.79% among 370,000;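 active = activity above about 14%, limit read from the data; passing the limit was not always enough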;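 note: 0% = DMSO wells with 35 nM protein and 100% = DMSO wells with 750 nM protein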
PG9 binder: PG9 antibody binding by small molecule | TR-FRET gp120-PG9 antibody binding | inhibition, % at 6.7 µM | hit rate 0.43% among 360,000 | AID 624416; in the data active = inhibition above about 8.5%
UHRF1 MBD2 ctr: human UHRF1 methylated DNA binding inhibitors; Q96T88; UHRF1 binding to methylated oligo, TR-FRET; inhibition, % at 4.4 µM; hit rate 0.75% among 370,000; AID 687016; in the data active = inhibition above about 21%;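 note: UHRF1 SRA domain binding a hemimethylated CpG hairpin DNA probe; 0% = median of test compound wells and 100% = reference inhibitor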
mABHD4 FP: ABHD4 (mouse) inhibition, primary FP screen | hit rate 0.54% among 370,000 | Q8VD66 | purified mABHD4, FP-Rh probe fluorescence polarization | AID 720543 | inhibition, % at 8.92 µM;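 active = inhibition exceeding the mean over every tested compound plus 3 SD, cut at about 30% in these data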;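 note: 0% = plate median of compound wells and 100% = S159A mutant with DMSO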
Target sequence (Q8VD66 whole entry, looked up): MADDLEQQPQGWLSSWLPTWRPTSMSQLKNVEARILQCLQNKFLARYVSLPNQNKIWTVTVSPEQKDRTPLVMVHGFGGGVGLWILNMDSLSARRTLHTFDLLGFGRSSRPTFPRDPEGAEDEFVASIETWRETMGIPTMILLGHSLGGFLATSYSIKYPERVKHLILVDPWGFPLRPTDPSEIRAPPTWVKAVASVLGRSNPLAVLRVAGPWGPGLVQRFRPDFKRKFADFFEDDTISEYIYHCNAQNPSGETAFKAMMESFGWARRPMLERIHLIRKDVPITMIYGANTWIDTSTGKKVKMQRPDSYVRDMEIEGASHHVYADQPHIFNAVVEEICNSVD
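Doses – 8.92 µM, single dose · Material – wild-type mouse ABHD4 protein · Replication – single well per compound (singlicate) · Measure – percent inhibition of probe binding, normalized to plate controls · Schedule – 45 min compound pre-incubation plus 60 min probe step, 25 °C · Detection – fluorescence polarization with parallel and perpendicular emission, 525/598 nm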
PRMT1 inh: PRMT1 (human) inhibition, primary screen | recombinant PRMT1, activity-based probe fluorescence polarization | inhibition, % at 2.79 µM | hit rate 1.3% among 370,000 | AID 652257;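 active = inhibition above about 21% made by adding two undisclosed values, limit read from the data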
TCR-CD3 inh: human TCR-CD3 binding inhibition; TAMRA-labeled TCR probe fluorescence, biochemical; inhibition, % at 9.4 µM; hit rate 0.37% among 360,000; AID 651800; in the data active = inhibition above about 19%;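 note: recombinant mutant TCR 2C K166C tagged with TAMRA read by polarization; 0% = receptor in buffer alone and 100% = receptor with positive control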
rCAG RNA binder: binds r(CAG) RNA repeats. AID 651821. r(CAG) RNA repeat, TO-PRO-1 dye displacement fluorescence. hit rate 1.3% among 370,000. inhibition, % at 3 µM;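 active = inhibition above the plate cutoff, the mean of all test compounds on that plate plus 3 SD, cut at about 35% in these data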;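 note: 0% = DMSO alone and 100% = 100 µM mitoxantrone as full dye displacement; higher means more dye released from RNA so lower well fluorescence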
HTRA1 inhibitor: inhibitors of human serine peptidase HTRA1; inhibition, % at 5.96 µM; hit rate 0.5% among 340,000; recombinant HTRA1, FP-rhodamine activity-based probe, fluorescence polarization; in the data active = inhibition above about 36%;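 note: 0% = enzyme with DMSO and 100% = wells lacking enzyme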
* marks the source's active call; other numbers are inactive results; · = not tested or not shown. Not all compounds are listed (hit frequency here may not be typical).

SMILES | LEDGF integ inh | MBD2 DNA inh | NR1D1 modulator | PG9 binder | UHRF1 MBD2 ctr | mABHD4 FP | PRMT1 inh | TCR-CD3 inh | rCAG RNA binder | HTRA1 inhibitor
CN(C)CCNC(=O)/C(=C/c1ccc(-c2cccc(Cl)c2)o1)NC(=O)c1ccccc1 | 1 | 1 | -3 | -4.6 | -3 | 3 | -5 | 5 | 1 | -2
COc1ccc(CCN(C(=O)Cn2nnc3ccccc32)C(C(=O)NCC2CCCO2)c2ccncc2)cc1OC (configuration not stated) | 2 | -3 | 4 | -0.2 | -2 | -3 | 0 | -2 | -6 | 1
Cc1ccc(N2CCN(S(=O)(=O)c3ccc(C)cc3)CC2)cc1 | 3 | 2 | -4 | -0.9 | 0 | 1 | -2 | -1 | 0 | 6
Cc1ccc(NC(=O)C2CCCN(S(=O)(=O)c3ccc4c(c3)oc(=O)n4C)C2)nc1 (configuration not stated) | 5 | -2 | 4 | 0.5 | 4 | -3 | -7 | 0 | 0 | 0
CSC(=S)N/N=C/c1ccc(N(C)C)cc1 | 1 | 1 | -5 | -1.7 | -4 | 12 | 3 | -6 | 0 | 17
CC(=O)c1cccc(NC(=O)C2Cc3c(-c4cccc(F)c4)ccnc3O2)c1 (configuration not stated) | 0 | -9 | 1 | 0.8 | 3 | 0 | 2 | 8 | 4 | ·
O=Nc1onc(-c2ccc([N+](=O)[O-])cc2)c1NO | 2 | -6 | 5 | -3.0 | 4 | 9 | 1 | -2 | 3 | 6
CC(C(=O)N1CCN(c2ccccc2)CC1)N1C(=O)C2CC=CCC2C1=O (configuration not stated) | 1 | 5 | 3 | -0.9 | 1 | 7 | -3 | 0 | -7 | -5
CC(=O)Nc1cc(C(=O)c2ccccc2)ccc1N1CCOCC1 | 0 | 1 | 12 | 0.7 | 9 | 0 | 1 | 4 | 1 | -1
COc1ccc(C2CC(c3ccccc3)=NN2C(=O)COC(=O)c2cccnc2Cl)cc1 (configuration not stated) | 4 | 0 | 1 | -1.1 | 1 | -13 | -1 | 9 | -1 | -20
Cc1ccc(-c2nc(CNC(=O)c3cc(C)on3)cs2)cc1 | -1 | 2 | -2 | -4.6 | 0 | 6 | -3 | 3 | -2 | -14
CCn1c(CSCc2ccc(Cl)cc2)nnc1SCC(=O)Nc1cccc(C(=O)O)c1 | -7 | 0 | 4 | -1.8 | 1 | -7 | 1 | -4 | 28 | 4
COc1ccc(-c2nnn(CC(=O)c3ccccc3)n2)cc1OC | 1 | -7 | -2 | 1.7 | 2 | 0 | 0 | -5 | -3 | 1
CCC(C)N(C(=O)CSc1nnc(-c2cccs2)n1C1CC1)C1CCS(=O)(=O)C1 (configuration not stated) | -4 | 4 | -3 | 0.3 | 1 | 7 | 2 | -4 | -10 | -3
COc1ccccc1NC(=O)N1CCC(c2nc3ccccc3o2)CC1 | -1 | 2 | 8 | 1.0 | -1 | 4 | 0 | 2 | -10 | 0
COc1cc2[nH]c(=S)nc(NCCCOC(C)C)c2cc1OC | 0 | -1 | 5 | -2.6 | 1 | 3 | -2 | -1 | -3 | 3
Cc1cccc(Nc2nc(N)c([N+](=O)[O-])c(N3CCCC(C)C3)n2)c1 (configuration not stated) | 3 | -2 | 6 | 0.4 | -1 | -10 | 1 | 0 | 4 | -58
Cc1c(C=O)c2ccccn2c1C(=O)c1cccc([N+](=O)[O-])c1 | 3 | -3 | 2 | -0.3 | -1 | -5 | -3 | 11 | -1 | 6
O=C1CC(c2ccccc2)C(=O)N2C(=O)CC(c3ccccc3)C(=O)N12 (configuration not stated) | 1 | 5 | -3 | 0.1 | 1 | 7 | 2 | -3 | 2 | 2
CC(CCN1CCC(C(O)(c2ccccc2)c2ccccc2)CC1)Oc1ccc(OC(F)(F)F)cc1 (configuration not stated) | -2 | -3 | 0 | · | 0 | 17 | 2 | · | 0 | ·
O=C(COc1ccccc1)N(Cc1cccc(F)c1)C1CCS(=O)(=O)C1 (configuration not stated) | 2 | 0 | -3 | -0.7 | 8 | 4 | -3 | -7 | -5 | 3
O=C1CC(NS(=O)(=O)c2cccs2)CN1c1cccc(F)c1 (configuration not stated) | 0 | -3 | 1 | 0.3 | 0 | 2 | 0 | 2 | 1 | 8
Cc1cc(N2CCC(C)CC2)nc(SCC(=O)c2ccccc2)n1 | 2 | 0 | 2 | -0.4 | 2 | -2 | 1 | 3 | -2 | -37
CN(c1ccccc1)c1nc2ccsc2c(=O)s1 | 3 | -5 | 11 | 1.7 | -2 | -7 | -2 | 4 | 6 | -16
O=C(Nc1cc(S(=O)(=O)N2CCOCC2)ccc1N1CCCC1)c1cc(F)c(F)cc1Cl | -3 | 1 | -1 | 0.8 | 2 | 4 | 5 | -8 | -1 | 1
Cc1ccc(C(=O)Nc2scc(-c3ccccc3)c2C(=O)O)o1 | -2 | 3 | -1 | 0.4 | 2 | 11 | 4 | 5 | 13 | -1
COc1ccc(-c2csc(NC(=O)Cc3cccc4ccccc34)c2C(=O)O)cc1 | 3 | 1 | -6 | -2.0 | -3 | -33 | 3 | 8 | 61* | -13
CCN1C(=O)NC2C1N(S(C)(=O)=O)CCN2S(C)(=O)=O (configuration not stated) | 0 | 2 | -5 | 0.3 | -1 | -4 | 1 | 5 | 2 | -2
Cc1cc(NC(=O)COC(=O)C2COc3ccccc3O2)no1 (configuration not stated) | 2 | -4 | -1 | -2.3 | -3 | 3 | -5 | 4 | -1 | -4
Cc1cc(NC(=O)CN2CCOCC2)n(-c2ccccc2)n1 | 2 | -7 | 1 | -2.0 | 1 | -2 | -2 | -6 | 1 | ·
O=C(O)c1cccc(NC(=O)c2ccc(CN3C(=O)c4ccccc4C3=O)cc2)c1 | -2 | 3 | 5 | -1.2 | 2 | -12 | 3 | -2 | 16 | 1
CC(=O)c1ccc(NC(=O)c2ccc3c(=O)n4c(nc3c2)CCCCC4)cc1 | 1 | 1 | 1 | -0.9 | -1 | -3 | -1 | 13 | 8 | -14
COCCn1nnnc1C(c1ccccc1OC)N1CCN(C(=O)c2ccco2)CC1 (configuration not stated) | 5 | -3 | -4 | -2.3 | 1 | -10 | -4 | -9 | -2 | -4
CCc1ccc(NS(=O)(=O)c2ccc3[nH]cc(C(=O)N(C)Cc4ccco4)c(=O)c3c2)cc1 | -1 | 3 | 4 | 3.2 | 9 | 1 | 3 | -2 | 8 | -17
C=CCOc1ccccc1CNn1c(C)n[nH]c1=S | -1 | -2 | -3 | 1.1 | 0 | 0 | 2 | -3 | 3 | 4
CC(=O)Oc1ccc2c(c1)C(=O)c1ccccc1CO2 | -1 | -4 | 1 | 1.6 | -2 | 10 | 3 | 2 | 3 | 4
N#CCCN(C(=O)COc1ccc(C#N)cc1)c1ccc(F)cc1 | 1 | 4 | -5 | 0.0 | 0 | -1 | -1 | 4 | -4 | 5
O=C(N/N=C/c1cc(Cl)ccc1O)c1ccccc1Br | -6 | -8 | 4 | 0.9 | -5 | -4 | -2 | 3 | 3 | 6
Cn1cccc1CC(=O)NNC(=O)Nc1ccc(F)cc1 | 1 | 0 | -2 | -1.2 | 0 | 5 | 6 | 5 | 5 | 1
CCOC(=O)c1cnc2c(C(=O)OC)cccc2c1NCc1ccco1 | 7 | -1 | 5 | 0.0 | 0 | 4 | 22* | -4 | 2 | -4
CCOC(=O)c1c(S(=O)(=O)NCCc2ccco2)c(C)n(C)c1C | -1 | -2 | -1 | -0.2 | 7 | 7 | 8 | 2 | 1 | 6
CCCCc1c(C)nc2ccccc2c1SCCC(=O)O | -8 | -2 | 3 | 3.2 | 19 | 1 | 1 | -5 | 8 | -5
O=C(c1cccc(S(=O)(=O)N2CCOCC2)c1)N1CCN(c2ccc(F)cc2)CC1 | 3 | 2 | 0 | -1.8 | 0 | 1 | 3 | 4 | -2 | -2
O=C(O)C1CCN1C1CCCCC1 (configuration not stated) | 2 | -2 | -4 | -0.9 | 4 | 0 | 1 | -4 | -3 | 1
COC(=O)c1ccc(CSc2nnnn2C)o1 | 2 | 2 | -4 | -1.8 | 1 | 6 | 2 | -1 | -1 | -2
CC(=O)c1cccc(N(C(=O)c2csnn2)C(C(=O)NC2CCCC2)c2ccccc2)c1 (configuration not stated) | 4 | -8 | -2 | -2.8 | -2 | 5 | 1 | -2 | -2 | 0
CC(C)(C)C(=O)OC/C(N)=N/OC(=O)c1ccc(Cl)cc1 | 0 | -1 | 3 | -1.4 | 1 | -6 | -1 | 7 | 0 | 0
CCCOc1ccc(N2C(=O)C3C(C(C)C)NC4(C(=O)c5ccccc5C4=O)C3C2=O)cc1 (configuration not stated) | 9 | -8 | 3 | -1.6 | -6 | 10 | -1 | 6 | 1 | 0
O=C(CN1CCOCC1)Nc1ccccc1C(=O)O | 2 | 1 | -7 | 0.0 | 0 | 6 | -5 | 3 | -1 | 3
Cc1ccc(C)c(NS(=O)(=O)c2ccc(-n3cccn3)cc2)c1 | 4 | -3 | 1 | -1.4 | 3 | -10 | 0 | -3 | 3 | -10
O=S(=O)(c1cc(Cl)ccc1Br)N1CCCCC1 | -1 | -5 | -4 | -0.9 | 8 | -2 | -1 | 2 | -3 | -3
O=C(COC(=O)c1cnccn1)Nc1cccc(F)c1 | -1 | 4 | -9 | -0.1 | -1 | 12 | 3 | 4 | 9 | -4
CCOC(=O)Cc1nnc(Nc2cc(C)ccc2C)c2ccccc12 | 5 | -1 | -4 | -1.2 | 1 | -14 | -5 | -6 | 4 | -5
COc1ccccc1-n1c([S-])c(C(=O)Nc2ccccc2C(F)(F)F)[n+]2ccc(C(=O)NCCO)cc12 | -2 | 3 | -3 | 0.5 | -1 | -6 | 1 | -4 | 5 | -11
CCC(C(=O)Nc1c(C)cc(C)cc1C)N1CCCCCC1 (configuration not stated) | -1 | -5 | 3 | -1.3 | 1 | -1 | -2 | 10 | 2 | 5
CC1CCc2c(sc3ncnc(N4CCOCC4)c23)C1 (configuration not stated) | 2 | -2 | -2 | -1.4 | 3 | -1 | -1 | -1 | -6 | -7
CCc1ccc(CCC(=O)N2CCN(S(=O)(=O)c3ccc(Br)cc3)CC2)cc1 | 0 | 0 | -2 | -0.9 | 0 | -1 | -3 | 5 | 4 | -17
CCOC(=O)c1cccc(NC(=O)/C=C/c2cccc([N+](=O)[O-])c2)c1 | 0 | -8 | 2 | -3.4 | -4 | -6 | -1 | 3 | 4 | -6
CN(C)S(=O)(=O)c1cccc(NC(=O)COC(=O)CCC(=O)c2ccc(F)cc2)c1 | 1 | -6 | 7 | -1.4 | -3 | -1 | -3 | 10 | 0 | 5
O=C(Cc1ccccc1)Nc1cc(C(=O)c2ccccc2)ccc1N1CCOCC1 | -1 | -5 | 1 | 0.6 | -2 | 0 | -3 | 5 | -5 | -10
O=C(CCC(=O)Nc1ccccc1)NNC(=O)CCc1ccccc1 | 5 | -4 | -1 | 0.1 | -2 | -5 | -1 | 4 | -1 | 6

Bioassay records (PubChem)
